FAK blocker: inhibitors of human focal adhesion kinase. biochemical FAK kinase activity assay. inhibition, %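 (tested at 7 µM)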. 97,000 tested, 0.84% active. AID 727; in the data active = inhibition above about 19%;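 note: 0% = DMSO and 100% = reference compound high control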
PLK1 kinase inh: inhibitors of human PLK1 kinase | P53350 | 97,000 tested, 0.53% active | recombinant PLK1 kinase, TR-FRET peptide phosphorylation | AID 619 | inhibition, % at 10 µM;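 active = inhibition of 50% or more in the single-concentration screen; inactive = inhibition below 50%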;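 note: 0% = DMSO max control and 100% = H-89 dihydrochloride min control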
Target sequence (P53350 whole entry, looked up): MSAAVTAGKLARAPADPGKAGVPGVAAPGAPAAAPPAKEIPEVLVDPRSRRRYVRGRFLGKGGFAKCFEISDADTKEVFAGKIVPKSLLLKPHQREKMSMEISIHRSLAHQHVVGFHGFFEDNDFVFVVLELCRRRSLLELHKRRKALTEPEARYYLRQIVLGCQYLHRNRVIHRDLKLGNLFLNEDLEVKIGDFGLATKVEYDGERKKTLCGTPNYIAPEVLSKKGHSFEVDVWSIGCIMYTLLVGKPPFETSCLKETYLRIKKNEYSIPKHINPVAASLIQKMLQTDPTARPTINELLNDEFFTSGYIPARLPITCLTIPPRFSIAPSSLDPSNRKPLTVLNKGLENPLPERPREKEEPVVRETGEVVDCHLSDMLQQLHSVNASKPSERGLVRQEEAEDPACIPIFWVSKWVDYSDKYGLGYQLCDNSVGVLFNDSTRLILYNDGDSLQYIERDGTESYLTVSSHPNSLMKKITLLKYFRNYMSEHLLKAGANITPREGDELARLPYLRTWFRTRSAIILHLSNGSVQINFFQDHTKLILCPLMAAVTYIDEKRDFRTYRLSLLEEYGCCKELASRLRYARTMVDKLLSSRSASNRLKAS
S1P2 blocker: S1P2 (human) receptor antagonism | O95136 | cell-based S1P2 antagonist assay, inhibition at 5 uM | inhibition, % at 5 µM | 97,000 tested, 0.21% active | AID 736; in the data active = inhibition above about 45%;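 note: CRE beta-lactamase reporter cells expressing human S1P2 stimulated with S1P; 0% = agonist at EC80 alone and 100% = agonist plus reference antagonist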
PLK1 PBD inh: blocks phosphopeptide binding to human Plk1 polo box domain | Plk1 PBD phosphopeptide binding, fluorescence polarization | inhibition, %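 (tested at about 20 µM)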 | 97,000 tested, 0.13% active | P53350 | AID 693; in the data active = inhibition above about 34%, passing the limit was not always enough
PLAP activator: activators of human placental alkaline phosphatase. P05187. purified PLAP enzyme, luminescent substrate read-out; stronger effect = higher value. activation fold at 20 µM. 96,000 tested, 1.2% active. AID 696; in the data active = activation fold above about 2
Target sequence (P05187 whole entry, looked up): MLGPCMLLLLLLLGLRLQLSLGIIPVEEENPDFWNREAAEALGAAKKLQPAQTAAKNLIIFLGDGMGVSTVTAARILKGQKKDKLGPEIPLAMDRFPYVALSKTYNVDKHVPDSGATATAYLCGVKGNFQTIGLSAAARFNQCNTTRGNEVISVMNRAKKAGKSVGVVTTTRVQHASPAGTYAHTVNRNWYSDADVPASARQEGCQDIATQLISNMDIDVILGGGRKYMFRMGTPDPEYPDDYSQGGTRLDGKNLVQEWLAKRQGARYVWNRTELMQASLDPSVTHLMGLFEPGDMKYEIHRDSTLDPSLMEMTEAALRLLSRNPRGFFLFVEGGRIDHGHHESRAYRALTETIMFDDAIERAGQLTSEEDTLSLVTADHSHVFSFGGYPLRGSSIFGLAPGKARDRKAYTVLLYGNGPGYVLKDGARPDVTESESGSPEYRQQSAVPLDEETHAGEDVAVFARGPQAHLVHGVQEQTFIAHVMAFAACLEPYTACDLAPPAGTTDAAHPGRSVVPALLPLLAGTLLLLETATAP
S1P2 agonist: agonists of human S1P2 receptor | O95136 | S1P2-expressing cell line, agonist reporter read-out | activation, % at 4.5 µM | 97,000 tested, 0.46% active | AID 729; in the data active = activation above about 16%;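 note: 0% = vehicle low control and 100% = maximal reference agonist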
EphB4 antag: EphB4-ephrin-B2 interaction antagonism; P54760; EphB4 LBD / TNYL-RAW-Alexa532 peptide, fluorescence polarization; AID 720; inhibition, % at 7 µM; 97,000 tested, 0.15% active;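 active = inhibition above the screen-wide mean inhibition plus 3 SD, cut at about 15% in these data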;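 note: 0% = DMSO wells and 100% = excess unlabeled TNYL-RAW peptide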
HIV Rev-RRE inh: disrupts HIV-1 Rev binding to RRE RNA; 97,000 tested, 0.79% active; P05866; AID 704; inhibition, % at 8 µM; Rev peptide-RRE RNA binding, FRET;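 active = inhibition above the screen-wide mean plus 3 SD, cut at about 35% in these data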;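 note: 0% = median DMSO wells and 100% = median Neomycin B control wells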
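Assay system: Labelled RRE RNA duplex and labelled Rev peptide | Times: 5 min preincubation and 15 min binding, 25 °C | Detection: FRET, ex 480 nm, em 540 and 671 nm | Evaluation: % inhibition of FRET ratio versus controls | Benchmarks: DMSO wells as 0% and neomycin B wells as 100% inhibition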
MT1-MMP txn act: activates MT1-MMP transcription; HT1080 MT1-MMP promoter luciferase reporter, luminescence, overnight; stronger effect = higher value; 86,000 tested, 0.16% active; AID 750; activation factor at 10 µM;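 active = activation factor of at least 2 for MT1-MMP transcription at 10 µM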
Active calls of the source: *; nt = no result given.

S1P2 blocker	EphB4 antag	PLK1 PBD inh	S1P2 agonist	PLAP activator	HIV Rev-RRE inh	MT1-MMP txn act	PLK1 kinase inh	FAK blocker	compound
-2	-5	-26	-4	1	2	1.1	-6	-2	CCOC(=O)c1nnn(-c2nonc2N)c1CS(=O)(=O)c1ccccc1
9	4	-16	-5	1.2	10	nt	-14	-5	CCOc1ccccc1NC(=O)c1cccc(NC(=O)CC(c2ccccc2)c2ccccc2)c1
19	-2	-4	-7	0.8	12	1.1	-7	4	Cc1ccccc1-c1nnc(SCC(=O)Nc2ccc(Cl)cc2)n1N
-10	2	-4	2	1.4	-2	nt	-13	0	COc1ccc([N+](=O)[O-])cc1N(CC(O)CN(CC(C)C)CC(C)C)S(=O)(=O)c1ccccc1 (stereo unspecified)
-11	-11	14	-5	1.2	5	1	-7	2	CCOC(=O)CNC(=O)CN1CCCN(S(=O)(=O)c2ccc(Br)s2)CC1
-6	-3	-29	-6	0.9	6	nt	-10	0	O=c1cc(N2CCCCC2)c(-c2ccccc2)nn1Cc1cccc(Cl)c1
5	5	-21	-5	1	4	1	-10	-2	N#Cc1c(NC(=O)CCC(=O)O)sc2c1CCCC2
-2	-2	-2	-14	0.9	3	1.3	-2	-6	Cc1ccccc1N1C(=O)[C@@H]2Cc3ccccc3CN2C1=O
-15	0	7	-10	nt	13	1.1	-10	0	Fc1ccc(N2CCN(c3ncnc4c3nnn4Cc3ccccc3Cl)CC2)cc1
-11	-12	16	-6	0.9	0	0.9	-4	-7	CCOC(=O)c1oc2nc(C(C)C)c3c(c2c1N)CCC3
-4	-10	6	2	0.9	0	1	-7	-2	COc1cc(C(=O)OCC(=O)Nc2cc(C)on2)cc(OC)c1OC
20	11	-9	-6	1	3	nt	-3	9	CCOC(=O)c1c(CSC(=N)N)n(-c2ccc(C)cc2)c2cc(Br)c(OC(C)=O)cc12
-12	-7	-12	-1	1.3	3	1.1	-10	1	Cc1cc(C)c(NC(=O)CN2CCN3CCCC3C2)c(C)c1 (stereo unspecified)
10	1	6	-7	1	1	0.9	-5	1	COCCSc1ccccc1C(=O)NCc1ccco1
3	1	2	-4	1.1	13	1.6	0	-1	COc1ccc2c(c1)CCc1c(C(=O)N3CCCCCC3)noc1-2

Some of the entries above, set out differently.
SMILES | S1P2 blocker | EphB4 antag | PLK1 PBD inh | S1P2 agonist | PLAP activator | HIV Rev-RRE inh | MT1-MMP txn act | PLK1 kinase inh | FAK blocker
Cc1cc(C)c(NC(=O)CN2CCN3CCCC3C2)c(C)c1 (stereo unspecified) | -12 | -7 | -12 | -1 | 1.3 | 3 | 1.1 | -10 | 1
Cc1ccccc1-c1nnc(SCC(=O)Nc2ccc(Cl)cc2)n1N | 19 | -2 | -4 | -7 | 0.8 | 12 | 1.1 | -7 | 4
COc1ccc2c(c1)CCc1c(C(=O)N3CCCCCC3)noc1-2 | 3 | 1 | 2 | -4 | 1.1 | 13 | 1.6 | 0 | -1
COc1cc(C(=O)OCC(=O)Nc2cc(C)on2)cc(OC)c1OC | -4 | -10 | 6 | 2 | 0.9 | 0 | 1 | -7 | -2
COCCSc1ccccc1C(=O)NCc1ccco1 | 10 | 1 | 6 | -7 | 1 | 1 | 0.9 | -5 | 1

Of the compounds above, these contain a thiophene ring, fused or not.
S1P2 blocker	EphB4 antag	PLK1 PBD inh	S1P2 agonist	PLAP activator	HIV Rev-RRE inh	MT1-MMP txn act	PLK1 kinase inh	FAK blocker	compound
-11	-11	14	-5	1.2	5	1	-7	2	CCOC(=O)CNC(=O)CN1CCCN(S(=O)(=O)c2ccc(Br)s2)CC1
5	5	-21	-5	1	4	1	-10	-2	N#Cc1c(NC(=O)CCC(=O)O)sc2c1CCCC2

(continued)
S1P2 blocker	EphB4 antag	PLK1 PBD inh	S1P2 agonist	PLAP activator	HIV Rev-RRE inh	MT1-MMP txn act	PLK1 kinase inh	FAK blocker	compound
9	-4	4	-5	nt	8	1.3	-9	10	CCC(=O)n1nc(-c2ccc(Cl)cc2)nc1SC
-9	0	-32	3	1	-1	nt	-15	-1	Cc1cc2nc(-c3ccc(SCc4ccc(C#N)cc4)nc3)[nH]c2cc1C
14	-10	7	-3	1.2	-2	1.3	-17	-1	COc1ccc(N(CC(=O)Nc2cc(C(=O)O)ccc2C)S(=O)(=O)c2c(C)noc2C)cc1
-1	-5	13	-4	1	2	1.4	-19	-4	CCC(=O)Nc1c(C)c(CC)nc2ccccc12
9	-7	21	-3	1.2	3	nt	-12	-1	Cn1c(=O)c2c(nc(OCC3COC(C)(C)O3)n2Cc2ccccc2F)n(C)c1=O (stereo unspecified)
-21	-7	2	-2	0.9	6	nt	12	0	COc1cc(OC)cc(-c2nc(-c3ccccc3)no2)c1
12	8	-13	-6	0.9	8	1.8	2	-2	Cc1nccc(-c2ccc(-n3cnc4ccccc43)cc2)n1
12	-4	-14	-5	1.1	0	1.1	-10	-1	COc1ccc(N(CC(=O)NC(C)(C)C)C(=O)c2ccco2)cc1
15	-1	-4	-6	0.9	1	1	-4	-2	CSc1nc(Oc2ccc(=O)[nH]n2)nc(N(C)C)n1
-7	-5	14	-4	1.3	9	1.3	-7	-4	COc1ccc(Cl)cc1N(C)C(=O)CCNC(=O)Cn1cnc2ccccc2c1=O
-1	2	-40	-4	1	4	1.1	3	-5	CCC(C)NC(=O)CCCCCn1c(=O)[nH]c2cc(OC)c(OC)cc2c1=O (stereo unspecified)
-18	-7	9	-3	nt	6	1.5	-3	-2	O=C(Cn1cc(C(=O)C2CC2)c2ccccc21)NCc1ccccc1
-11	4	-12	1	1.3	5	1.1	7	2	COc1ccc(NC(=O)C2CC(c3cc(OC)c(OC)c(OC)c3)=NO2)cc1OC (stereo unspecified)
8	5	4	-5	1.1	0	1.2	-8	-2	Cc1ccc(CC(=O)OCC(=O)NC2CCCC(C)C2C)cc1C (stereo unspecified)
7	10	11	-9	1.1	8	1.2	-2	-5	CCCC(=O)Nc1c2c(nn1-c1ccc(C)cc1C)CSC2
11	-1	5	-5	1	6	1.1	-15	0	CCc1nnc(SCC(=O)NC2CCCCC2)nc1CC
1	0	7	-3	1	-1	1	-9	0	CCOC(=O)COc1ccc(C(=O)NC2CCCCC2)cc1
0	0	9	-1	nt	2	1.1	-13	0	COc1ccc(N2CCN(S(=O)(=O)c3ccc(OC)cc3)CC2)cc1
-8	0	-13	-3	0.9	2	1	-11	2	Cc1cccc(-n2c(SCC(=O)NCc3ccco3)nc3ccccc3c2=O)c1
-10	4	20	-8	1.4	5	1	-7	-1	COc1cc(C(=O)OCC(=O)NCc2ccco2)cc(OC)c1OC
-21	-4	-2	0	1.1	1	1	-12	0	COc1cc(NC2=CC(=O)CC(C)(C)C2)cc(OC)c1OC
-22	6	-27	0	2*	6	1.5	-5	1	O=C(CN1CCCCC1)Nc1nnc(-c2ccccc2)s1
-14	4	9	0	0.9	7	1.5	-14	3	Clc1ccccc1Cn1nnc(-c2cccs2)n1
-20	-3	0	2	0.9	2	1.1	-23	0	CC(C)NS(=O)(=O)c1ccc(CCC(=O)N2CCOCC2)cc1
9	-3	18	-3	0.7	1	nt	-7	0	COc1ccc(CNC(=O)C2CC(c3cccc([N+](=O)[O-])c3)=NO2)cc1 (stereo unspecified)
23	-2	15	-6	1	10	1.2	-4	2	Cc1ccc(C)c(NC2=CC(=O)CC(C)(C)C2)c1C#N
23	3	-7	-10	2.4*	5	1.3	-6	3	CCc1ccc(-c2nc(CN3CCC(C(=O)NCCc4ccc(OC)c(OC)c4)CC3)c(C)o2)cc1
-2	5	-5	-7	1	5	1.1	65*	-2	O=C(CCN1CCN(c2ccccc2)CC1)Nc1nccs1
-4	-3	6	-1	1	3	1.1	-45	-12	Brc1ccc(-c2nnc3ccc(N4CCN(c5ccccc5)CC4)nn23)cc1
0	4	21	-8	nt	10	1.4	-5	1	O=C/C(=C\Nc1ccc(Cl)cn1)c1nc2ccccc2o1
19	4	-15	-4	1.5	2	1.4	1	0	CCN(CC)CCCNC(=O)c1nn(-c2ccc(OC)cc2OC)c(=O)c2ccccc12
26	0	-25	-4	1	5	1	-9	-4	CCOc1ccccc1C(=O)NCCCCCC(=O)O
6	1	-10	-3	1.5	2	nt	-26	-1	Cc1cccc(C)c1NC(=O)N1CCC(n2c(=O)[nH]c3ccccc32)CC1
0	3	9	-1	1	8	1.1	-4	1	CCOC(=O)Cc1cnc(NC(=O)NC(C(=O)OCC)(c2ccccc2)C(F)(F)F)s1 (stereo unspecified)
17	-1	-11	-8	0.9	2	nt	-8	-7	O=C(Cc1ccccc1)N/N=C/c1cccs1
13	-3	-14	-8	1.1	3	1.1	-4	-8	CCOC(=O)C1=C(C)Nc2nnnn2C1c1cccnc1 (stereo unspecified)
-17	-8	-8	-4	0.7	1	1	-8	2	O=C(Nc1cccnc1)c1ccc(COc2ccccc2Br)o1
5	2	7	-2	1	1	nt	-1	6	Cc1ccc(N2CC(C(=O)Nc3cc(C)on3)CC2=O)cc1 (stereo unspecified)
-7	-1	0	-2	1	-2	nt	1	-2	CCOC(=O)c1cc(C)sc1NC(=S)Nc1ccccc1
25	-2	0	-2	1.3	6	1.4	-14	3	COCCn1c(C)cc(C(=O)CSc2nc3ccccc3c(=O)[nH]2)c1C
6	-7	-2	-5	1	5	1.9	-9	0	O=C(Nc1ccccc1O)c1ccc(Cl)cc1
-1	3	-21	-6	0.9	4	nt	-6	2	Clc1ccccc1OCc1nc(-c2ccccn2)no1
17	0	-21	-4	1.1	8	1.7	4	1	CC1CCC(NC(=O)Cn2c(=O)[nH]c3ccsc3c2=O)CC1 (stereo unspecified)
2	-8	-1	-3	1	2	nt	-11	2	COC(=O)c1nn(-c2ccccc2)c(=O)cc1Oc1ccc(Cl)cc1
-3	1	-41	-3	1.2	7	1	-10	-1	CCC1C(=O)N(c2nc(C)cc(C)n2)N=C1C (stereo unspecified)
37	-1	22	-7	1.2	6	nt	-9	-4	COc1ccc(CCN(C(=S)Nc2ccccc2)C2CC(=O)N(c3ccccc3)C2=O)cc1 (stereo unspecified)
18	4	-9	-5	1	3	1	-9	0	CCC(C)Cn1c(C)nc2ccccc21 (stereo unspecified)
1	2	2	-8	1	6	1.1	-10	3	CC1CCCN(S(=O)(=O)c2ccc(NC(=O)CCN3C(=O)c4ccccc4C3=O)cc2)C1 (stereo unspecified)
9	7	-17	-14	nt	11	1.2	-16	-2	CCCCNC(=O)CSc1nc2n[nH]c(C)c2c(=N)n1-c1cccc(Cl)c1C
7	-4	-6	-2	nt	-6	1.1	-9	0	C=C(C)c1cccc(C(C)(C)NC(=O)N2CCCC2)c1
-5	-10	-3	0	1.1	0	1.1	-6	-4	CC(=O)N(Cc1cc2cc(C)c(C)cc2n2nnnc12)CC1COCCO1 (stereo unspecified)
13	-4	-17	-7	1.3	-4	nt	-9	4	CC1CCN(C2=NC(=O)/C(=C/c3cn(-c4ccccc4)nc3-c3cccc(S(=O)(=O)N(C)C)c3)S2)CC1
2	4	-5	-8	0.9	8	1.2	-8	0	CC(=O)n1cc(C2C(=O)CCCC2=O)c2ccccc21
4	-1	-4	-8	1.1	7	1.1	-19	4	O=C(NC1CCCC1)C1CCC(=O)N1C1CCCC1 (stereo unspecified)
-20	-3	-9	-8	nt	5	1.9	-14	-1	Cc1cccc(C)c1OC(=O)CSc1nnc(-c2ccccc2)o1
-6	1	-3	-7	1.4	0	nt	-28	2	COc1ccc(C(=O)N/N=C/c2cccc3cccnc23)cc1
22	-7	-2	-4	1	8	1.1	0	0	O=C(NCc1ccco1)C1CCCN(S(=O)(=O)Cc2ccccc2)C1 (stereo unspecified)
-2	-4	6	-4	nt	-1	1.2	-6	0	Cc1cc(C)nc(NS(=O)(=O)c2ccc(NC(=S)NC(=O)CC(C)C)cc2)n1
3	5	-20	-6	nt	6	1.1	-8	1	O=C(CCn1c(=O)oc2ccccc21)NC1=NCCS1
-8	10	5	-4	nt	-6	1.3	-6	-1	CCOc1ccc(-c2nnn(CC(=O)N3CCCC3)n2)cc1OCC
-6	-4	5	-1	0.5	-1	nt	-13	-1	CSc1ccc(CNc2cccc3ccccc23)cc1
5	3	-22	-5	0.9	5	1.1	-6	-1	COc1ccc(OCCSc2nc3ccccc3n2CC(=O)O)cc1
15	-2	0	-4	nt	2	1.1	-8	-1	CC1Cc2nc(SCC(=O)Nc3ccccc3F)n(C)c(=O)c2S1 (stereo unspecified)

Screens from PubChem.
